# ZTA DNA inh: blocks Epstein-Barr virus ZTA, an EBNA-1 counter-screen; AID 2234; ZTA-DNA binding, fluorescence polarization; inhibition, % at 11 µM; P03206; 320,000 compounds, 0.15% hits; in the data active = inhibition above about 33%
# Target sequence (P03206 whole entry, looked up): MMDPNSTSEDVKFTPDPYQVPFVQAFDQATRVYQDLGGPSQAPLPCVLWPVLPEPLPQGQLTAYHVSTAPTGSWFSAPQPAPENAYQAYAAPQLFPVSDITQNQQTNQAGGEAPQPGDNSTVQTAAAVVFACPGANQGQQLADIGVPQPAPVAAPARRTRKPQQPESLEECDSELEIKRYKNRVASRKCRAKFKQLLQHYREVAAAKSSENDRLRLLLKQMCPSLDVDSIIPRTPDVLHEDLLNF
# EBNA-1 inhibitor: blocks EBNA-1 binding to DNA; EBNA-1 DNA binding, fluorescence polarization; inhibition, % at 14.8 µM; 300,000 compounds, 0.34% hits; in the data active = inhibition above about 28%
# PP5 primary: blocks human protein phosphatase 5 activity; 320,000 compounds, 0.18% hits; P53041; inhibition, % at 6.7 µM; purified PP5c, OMFP substrate fluorescence;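 active = inhibition above the campaign's mean inhibition across all tested compounds plus 3 SD, cut at about 9.5% in these data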;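 note: 0% = DMSO only and 100% = 100 µM cantharidin control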
# PP1 counter: blocks human PP1-alpha phosphatase, a PP5 counter-screen; P62136; purified PP1alpha, OMFP fluorescence; inhibition, % at 6.7 µM; 320,000 compounds, 0.9% hits;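 active = inhibition above the mean inhibition of all tested compounds plus 3 SD, computed separately for each screening campaign, cut at about 15% in these data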
# Target sequence (P62136 whole entry, looked up): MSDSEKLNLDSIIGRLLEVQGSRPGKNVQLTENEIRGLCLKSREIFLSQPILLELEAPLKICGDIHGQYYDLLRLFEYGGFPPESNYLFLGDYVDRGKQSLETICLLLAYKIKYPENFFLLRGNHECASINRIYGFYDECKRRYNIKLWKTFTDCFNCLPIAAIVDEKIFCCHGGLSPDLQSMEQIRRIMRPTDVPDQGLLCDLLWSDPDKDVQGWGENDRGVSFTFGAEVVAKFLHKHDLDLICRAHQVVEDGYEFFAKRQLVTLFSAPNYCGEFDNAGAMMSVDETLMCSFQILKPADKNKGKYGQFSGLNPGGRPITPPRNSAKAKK
# CTSL1 counter: blocks F. hepatica cathepsin L1 in PFM18AAP counter-screen. inhibition, % at 5.96 µM. AID 1906. recombinant F. hepatica cathepsin L1, Z-Leu-Arg-MCA fluorescence. 300,000 compounds, 0.49% hits;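 active = inhibition above the mean of all tested compounds plus 3 SD, set per screening campaign, cut at about 17% in these data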;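 note: 0% = plate median of test compound wells and 100% = 1 µM Z-Phe-Ala-diazomethylketone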
# Yeast superoxide: lowers age-related superoxide in aged yeast cells; S. cerevisiae aged cells, superoxide DHE fluorescence; hits give low values; superoxide response (% of plate mean), % at 10 µM; 330,000 compounds, 0.18% hits;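 active = superoxide response under a set limit, about three screen SD below normal, cut at about 65% in these data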;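 note: yeast aged for seven days with compound at 30 °C before DHE staining; 100% = average MFI of all compound-treated wells on the plate with controls excluded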
# TPT1 inh: inhibitors of Candida albicans tRNA 2'-phosphotransferase TPT1; inhibition, % at 5 µM; 300,000 compounds, 0.81% hits; recombinant caTPT1, FP RNA substrate dephosphorylation;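 active = inhibition above the mean of all tested compounds plus 3 SD, set per screening campaign, cut at about 24% in these data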;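 note: plate controls were DMSO alone for no effect and ferristatin control at 100 nM for full effect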
# HCV core dimer: HCV core protein dimerization inhibition. TR-FRET GST/Flag-core106 dimerization, 1536-well. inhibition, % at 5 µM. 300,000 compounds, 0.33% hits. AID 1899;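 active = inhibition above the mean of all tested compounds plus 3 SD, set per screening campaign, cut at about 45% in these data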
#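 System: GST-tagged and Flag-tagged HCV core protein residues 1-106 / Input: core106 proteins, GST 13.5 nM and Flag 17 nM / Buffer or medium: KF-containing HEPES buffer, pH 7.45, DTT, CHAPS, BSA / Probe or stimulus: Eu-anti-GST and XL665-anti-Flag labelled anti-tag antibodies / Schedule: 4 h, 22.5 °C incubation / Technique: TR-FRET 671 and 617 nm emission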
# GASC-1 inh: blocks human GASC-1 demethylase activity; Q9H3R0; AID 2099; GST-JMJD2C(1-420) H3K9me3 demethylation, DELFIA europium; inhibition, % at 2.35 µM; 330,000 compounds, 0.069% hits;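 active = more than half of a compound's replicate wells show inhibition beyond 50%, single wells judged on their own value; inconclusive = some, but no more than half, of replicates pass 50% inhibition; inactive = no replicate passes 50% inhibition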;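 note: signal counts dimethyl H3K9 product captured on neutravidin plate; 0% = median of DMSO wells and 100% = 0.3 times that DMSO median; strong numbers were not always called active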
# Target sequence (Q9H3R0 1-420 limits assumed): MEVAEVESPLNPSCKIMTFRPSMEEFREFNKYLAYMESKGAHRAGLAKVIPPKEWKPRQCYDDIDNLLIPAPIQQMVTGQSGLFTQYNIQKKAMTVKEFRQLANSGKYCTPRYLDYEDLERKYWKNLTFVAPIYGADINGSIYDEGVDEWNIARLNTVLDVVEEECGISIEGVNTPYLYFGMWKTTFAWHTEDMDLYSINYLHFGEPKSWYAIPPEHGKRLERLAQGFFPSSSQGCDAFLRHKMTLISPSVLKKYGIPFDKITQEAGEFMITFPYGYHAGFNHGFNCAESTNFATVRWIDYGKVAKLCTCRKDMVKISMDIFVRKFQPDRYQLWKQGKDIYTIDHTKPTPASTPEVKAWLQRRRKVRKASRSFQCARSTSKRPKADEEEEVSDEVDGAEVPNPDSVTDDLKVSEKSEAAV
# Numbers without * were called inactive; ? = inconclusive; nt = not tested or not shown; & = joins results of further samples. Compounds were not picked by outcome; overall some 3.1% were active at least once.
Compound	ZTA DNA inh	EBNA-1 inhibitor	PP5 primary	PP1 counter	CTSL1 counter	Yeast superoxide	TPT1 inh	HCV core dimer	GASC-1 inh
Cc1ccc(C(=O)N/C(=C\c2cn(C)c3ccccc23)C(=O)NCCCN2CCOCC2)cc1	1	-6	-0.5	5	3	100	3	1	-20
COC(=O)CN(C)C(=O)c1ccc2nc(Cc3cccc(Cl)c3)oc2c1	8	3	0.4	-2	-5	101	3	-10	-4
CC(C)Oc1ccc(Cc2cnc(=S)[nH]c2N)cc1	-17	-9	-1.5	3	0	101	-3	-1	-5
CS(=O)(=O)N(CC(=O)N1CCCCC1)c1ccc(Cl)c(C(F)(F)F)c1	-2	4	1.0	0	0	90	2	-8	-9
Cc1nn(Cc2ccc(C(=O)NC3CCCCC3)o2)c(C)c1Br	2	8	1.1	-3	-6	77	-1	-3	?
O=C(Cc1ccc(F)cc1)Nc1ccc(Cl)cn1	-5	-9	3.3	-3	-1	101	1	-9	11
O=S(=O)(NCC(c1cccnc1)N1CCOCC1)c1ccccc1 (configuration not stated)	-7	1	-1.8	1	6	89	0	-1	3
CCOC(=O)c1c(NC(=O)c2ccccc2)sc2c(O)c(CN(CC)CC)ccc12	-19	0	2.1	-2	0	102	-3	1	3
COc1ccccc1Nc1nc(NCCO)nc(N2CCCC2)n1	6	2	-1.0	3	1	104	-1	1	-1
O=C1CN(C(=O)c2ccc(Br)o2)C(c2ccccc2)c2cc(F)ccc2N1 (configuration not stated)	6	1	0.8	3	0	89	-1	3	21
COc1cc(C[C@H](C)[C@H](C)Cc2ccc3c(c2)OCO3)ccc1O	11	8	0.8	6	0	95	0	8	5
Cc1ccc(N2CCN(C(=O)CN3C(=O)c4ccccc4C3=O)CC2)cc1	-9	3	2.9	2	21*	108	-3	-1	21
CCNS(=O)(=O)c1ccc2nc(NC(=O)/C=C/c3cc(OC)c(OC)c(OC)c3)sc2c1	-12	9	2.9	21*	4	96	-4	-11	0
COCCCn1c(=N)c(C(N)=S)cc2c(=O)n3cccc(C)c3nc21	-4	7	0.3	0	5	105	8	7	1
CSCCC(NS(=O)(=O)c1ccc2c(c1)oc(=O)n2C)C(=O)NC1CCC(C)CC1 (configuration not stated)	1	5	-0.8	0	-4	90	1	7	0
Cn1nc(C(=O)N2CCN(c3ccccc3F)CC2)c2c1-c1ccccc1S(=O)(=O)C2	-4	-1	2.6	-2	1	98	-1	11	-2
CCOC(=O)C1=NN(c2ccccc2)C2C(=O)N(c3ccccc3OC)C(=O)C12 (configuration not stated)	-5	-7	0.2	1	7	93	-6	-3	-4
CCN1CCN(C(c2cccs2)C(C)NC(=O)NC2CCCCC2)CC1 (configuration not stated)	2	-7	2.8	-1	0	120	-1	-13	-14
Cc1ccc[n+](CC(=O)Nc2ccc([N+](=O)[O-])cc2)c1	-11	-3	1.2	-2	31*	102	0	2	4
NS(=O)(=O)c1cc(C(=O)NCCOc2ccccc2)c(Cl)cc1Cl	-2	-17	1.5	3	-1	95	3	-1	2
O=C(NC12CC3CC(CC(C3)C1)C2)c1ccc([N+](=O)[O-])cc1	7	12	1.5	1	-2	104	-2	9	0
CCn1nc(C)c(CN2CCC(C(=O)Nc3cccc(-c4cccc(Cl)c4)c3)CC2)c1C	-11	-6	1.7	-3	-2	104	-1	0	-5
CC1(C)OC(=O)C(=NNc2ccc(Cl)cc2)C(=O)O1	-3	3	2.1	0	6	91	-1	-1	-4
Cc1ccc(S(=O)(=O)NC(CC(C)C)C(=O)Oc2ccc3c4c(c(=O)oc3c2)CCC4)cc1 (configuration not stated)	-5	-12	3.9	9	-6	97	2	1	-1
Cc1ccc(C(=O)NNC(=O)c2ccco2)cc1	-2	-12	2.1	-4	-25	111	10	-8	3
Cc1cc(N2CCCCCC2)nc2ccccc12	-29	-5	3.8	-5	20*	95	-1	-5	-3
CCN(CC)S(=O)(=O)c1ccc(C(=O)NNC2=NS(=O)(=O)c3ccccc32)cc1	4	-10	1.7	2	2	95	1	-1	0
Cc1ccc(N(C(C)C(=O)Nc2cc(Cl)ccc2Oc2ccccc2)S(C)(=O)=O)cc1 (configuration not stated)	4	4	7.0	2	0	96	-1	10	20
CCOC(=O)Oc1ccc2c(c1)C(C)=CC(C)(C)N2C(=O)OCC	-13	-3	2.8	3	1	93	-3	-3	5
O=C(Nc1ccc(S(=O)(=O)N2CCCC2)cc1)c1ccc(Cl)nc1	12	-3	-1.6	-1	-6	95	1	-3	6
COc1ccc(C(c2nnnn2Cc2ccccc2)N2CCN(C(=O)c3ccco3)CC2)cc1OC (configuration not stated)	4	1	-0.7	-7	-8	104	1	0	-7&-12
CCOCCc1nnc(N)s1	1	5	2.2	0	3	96	0	-1	6
COc1cc(C(=O)NCCNC(=O)c2cc(OC)c(C)c(OC)c2)cc(OC)c1C	-3	12	2.8	-1	0	84	-2	-53	-4
Cc1[nH]c2ccccc2c1C(=O)CSc1ccc(F)cc1	-8	-7	3.6	2	3	104	2	-9	1
COc1ccc(Cl)cc1-c1nc(SCC(=O)NC2CCS(=O)(=O)C2)n[nH]1 (configuration not stated)	11	nt	-1.4	-8	nt	107	nt	nt	-2
NC(=S)N/N=C/c1coc2ccc(Br)cc2c1=O	11	3	0.5	4	6	107	4	3	0
O=S(=O)(CC(O)COc1ccc(Br)cc1)c1ccccc1 (configuration not stated)	-4	-3	0.7	-3	-4	107	-6	-1	-17
Cc1[nH]c2ccc(F)cc2c1CCN(Cc1ccncc1)C(=S)Nc1ccc(F)cc1	2	-2	3.5	0	1	88	-1	2	-1
CCC(C)(CC(=O)N(C)CCC#N)c1ccccc1 (configuration not stated)	2	-3	-0.7	-1	1	87	1	-1	6
O=C(COC(=O)CCNS(=O)(=O)c1cccs1)Nc1cc(C(F)(F)F)ccc1Cl	-1	nt	1.9	-5	nt	86	nt	nt	8
CCCCN1C2=NCCCN2c2cc(C)c(C)cc21	15	10	-0.5	-2	-3	76	-2	-8	-3
COc1ccc(NC(=O)C(=O)N/N=C/c2cccnc2)c(OC)c1	-4	-5	0.8	-2	-1	97	2	1	1
O=C1CN=C(Nc2ccccc2Cl)N1c1ccccc1	-7	10	-2.0	-4	4	110	-7	-4	7
COCc1cc(C)nc(NC2CCCCC2)c1C#N	-4	-2	-1.5	-2	0	100	-1	-6	-3
COc1cccc(/C=C2/CN(C)CC3=C2OC(N)=C(C#N)C3c2cccc(OC)c2)c1 (configuration not stated)	-12	-4	2.9	3	6	102	40*	21	-15
CCOc1ccc(N(C(C)C(=O)N2CCOCC2)S(C)(=O)=O)cc1 (configuration not stated)	5	1	-1.1	-1	2	99	-2	-6	-1
Cc1ccc(NC(=O)CSc2nnc(-c3cc(C)[nH]n3)n2N)c(C)c1	-14	-22	2.1	-3	-8	115	0	-7	-3
COc1cc(Br)cc(C2C3=C(CCCC3=O)N(c3ccc(F)cc3)C3=C2C(=O)CCC3)c1O	-8	-9	-6.7	4	8	104	-2	28	-1
Cc1ccc(NC(=O)c2ccc(Nc3ccccc3F)nc2)cc1	-2	13	6.4	-1	1	82	-3	1	2
Cc1cccc(N2CCN(C(=O)C(Cc3ccccc3)n3cccc3)CC2)c1C (configuration not stated)	-7	0	2.6	3	2	107	4	3	-10
C=CCn1c(=O)c2ccc(C(=O)NCc3ccccc3)cc2n(Cc2ccc(C)cc2)c1=O	7	6	0.5	-4	-1	102	-4	25	-9
CCCCNC(=O)C1CC(=O)N(CCc2ccc(C)cc2)C1 (configuration not stated)	-4	4	0.2	-2	3	97	-1	8	3
Cc1cc(OCc2cc(C(=O)N(C)Cc3nonc3C)no2)cc(C)c1Cl	-4	-4	2.9	1	4	99	-2	-5	5
CC1(C)C2CCC1(CS(=O)(=O)N1CCN(c3ccccc3F)CC1)C(=O)C2 (configuration not stated)	10	1	0.8	-4	0	101	-2	3	40
CC(CCc1ccccc1)NC(=O)COC(=O)C12CC3CC(CC(Br)(C3)C1)C2 (configuration not stated)	10	10	2.1	2	2	99	-2	4	17
Cc1cc(C)n(CCC(=O)N/N=C/c2cccc([N+](=O)[O-])c2)n1	0	-5	1.0	4	1	94	0	1	27

# Next part; the last 5 above are carried over.
Compound	ZTA DNA inh	EBNA-1 inhibitor	PP5 primary	PP1 counter	CTSL1 counter	Yeast superoxide	TPT1 inh	HCV core dimer	GASC-1 inh
CCCCNC(=O)C1CC(=O)N(CCc2ccc(C)cc2)C1 (configuration not stated)	-4	4	0.2	-2	3	97	-1	8	3
Cc1cc(OCc2cc(C(=O)N(C)Cc3nonc3C)no2)cc(C)c1Cl	-4	-4	2.9	1	4	99	-2	-5	5
CC1(C)C2CCC1(CS(=O)(=O)N1CCN(c3ccccc3F)CC1)C(=O)C2 (configuration not stated)	10	1	0.8	-4	0	101	-2	3	40
CC(CCc1ccccc1)NC(=O)COC(=O)C12CC3CC(CC(Br)(C3)C1)C2 (configuration not stated)	10	10	2.1	2	2	99	-2	4	17
Cc1cc(C)n(CCC(=O)N/N=C/c2cccc([N+](=O)[O-])c2)n1	0	-5	1.0	4	1	94	0	1	27
CC(/C=N/NC(=O)Cc1cccs1)=C\c1ccccc1	-10	4	2.5	0	2	103	-1	-10	-4
Cc1cccc(N2CCN(C(=O)c3ccccc3NC(=O)C3=CSCCO3)CC2C)c1 (configuration not stated)	5	-8	3.1	1	1	100	0	10	-3
CCOc1ccc(NC(=O)C2CC(=O)N(C)C(=Nc3ccc4c(c3)OCO4)S2)cc1 (configuration not stated)	-8	4	-0.6	0	2	81	0	-5	-1
CCN(CC)CCCC(C)NC1=NCCCCC1 (configuration not stated)	12	21	-3.8	-3	-2	102	0	-11	7
Cc1cc2oc(=O)cc(CSc3nc(N)cc(N)n3)c2cc1C(C)C	-5	1	3.4	2	0	97	1	6	1
CC(=O)N1c2ccc(S(=O)(=O)N3CCC(C(=O)NC4CCCC(C)C4C)CC3)cc2CC1C (configuration not stated)	-4	2	1.7	0	1	128	3	-10	-4
CC(=O)C(C)Sc1nnc(-c2ccccc2F)n1C1CC1 (configuration not stated)	-14	2	1.6	-3	-6	102	-1	-6	10
COc1ccccc1-c1noc(CSc2nc(N)cc(=O)[nH]2)n1	-16	-11	2.5	-2	1	103	-7	-8	0
CCOC(=O)c1cnc(SCC(=O)Nc2ccc3c(c2)OCCO3)nc1N	-8	1	1.8	-2	-5	79	-7	3	-2
Cc1cc(C)cc(NC(=O)Cn2nnc(C(=O)NCc3cccs3)c2N)c1	-25	-18	2.1	12	-6	98	-1	-12	0
CCOC(=O)c1c(C)[nH]c(C)c1S(=O)(=O)NCCc1ccco1	-4	0	1.1	-5	-5	89	-1	0	-1
CC(C)C(Sc1nc(-c2ccccc2)cc(-c2ccccc2)c1C#N)C(=O)O (configuration not stated)	18	-6	2.1	1	0	103	-1	24	-3
CC(=O)N1CCN=C1SCc1ccc(Cl)cc1	-5	2	1.2	-6	3	94	-4	0	16
O=C(NC(Cc1ccccc1)C(=O)O)/C(=C\c1ccco1)NC(=O)c1ccccc1Br (configuration not stated)	-27	-8	0.6	-3	5	106	-1	-7	-3
